Screening results: PubChem BioAssay, Sanford-Burnham Center for Chemical Genomics
MIN6 prolif: induces beta-cell replication in MIN6 cells. MIN6 cells proliferation, ATPlite luminescence, 48 h; cells starved in 0.2% serum; 100% = growth in 10% serum. proliferation, % at 10 µM. 330,000 tested, 0.29% active. AID 2380;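 active = compounds whose signal lies at least 3.5 SD above the mean of all wells on their plate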;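 also: 0% = DMSO-treated cells in low-serum medium and 100% = 10% serum control; some compounds called inactive have numbers as strong as hits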
A3G deaminase: inhibitors of human APOBEC3G DNA deaminase. Q9HC16. recombinant A3G, ssDNA deamination FAM/TAMRA fluorescence. inhibition, % at 20 µM. 330,000 tested, 0.28% active;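 active = inhibition of at least 40% at 20 µM, with no more than 30% in the related APOBEC3A deaminase screen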;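 also: plate controls were DMSO wells with A3G for no effect and wells lacking A3G enzyme for full effect; some compounds called inactive have numbers as strong as hits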
Target sequence (Q9HC16 whole entry, looked up): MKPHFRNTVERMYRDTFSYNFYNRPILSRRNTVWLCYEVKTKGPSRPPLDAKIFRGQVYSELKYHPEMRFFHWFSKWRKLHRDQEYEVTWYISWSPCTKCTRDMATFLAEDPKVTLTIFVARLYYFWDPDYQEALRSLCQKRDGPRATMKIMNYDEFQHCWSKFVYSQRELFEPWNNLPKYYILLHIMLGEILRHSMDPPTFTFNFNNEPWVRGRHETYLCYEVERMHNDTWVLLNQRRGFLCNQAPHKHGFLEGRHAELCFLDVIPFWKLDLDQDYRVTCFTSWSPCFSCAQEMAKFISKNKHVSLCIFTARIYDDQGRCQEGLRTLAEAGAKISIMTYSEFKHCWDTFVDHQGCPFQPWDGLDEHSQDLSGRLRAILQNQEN
mIAP activ: mouse IAP activation; muIAP, CDP-Star luminescence, 30 min; hits give high values; 1 = vehicle-only enzyme signal, 0 = enzyme-free wells; activation factor at 10 µM; 330,000 tested, 0.24% active; AID 2805;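 active = activation factor of at least 2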; also: the source names both 10 and 20 µM as test concentration; values of inactives mirror those of a sister screen read the other way
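also added = chemiluminescent substrate CDP-Star | test system = mouse IAP enzyme | signal = chemiluminescence readout | compound = DMSO-dissolved test compounds | incubation = 30 min at room temperature | benchmarks = DMSO wells, no-enzyme wells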
mIAP inh: mouse IAP inhibition | purified mouse IAP, CDP-Star luminescence, 30 min | inhibition, % at 10 µM | 330,000 tested, 0.2% active;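 active = inhibition of at least 40% at 10 µM in the primary screen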;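 also: plate controls were DMSO with enzyme for no effect and no enzyme wells for full effect; values of inactives mirror those of a sister screen read the other way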
A3A deaminase: blocks human APOBEC3A ssDNA deamination; AID 493011; 330,000 tested, 0.41% active; inhibition, % at 20 µM; recombinant A3A, FAM/TAMRA ssDNA deamination fluorescence;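 active = at least 40% inhibition at 20 µM here, with at most 30% in a related deaminase screen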;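 also: plate controls were A3A with DMSO for no effect and wells lacking A3A enzyme for full effect; some results filed as inactive read as strong as hits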
MPTP inh: blocks calcium-induced mitochondrial swelling | isolated mouse mitochondria, Ca2+ swelling absorbance, 30 min | inhibition, % at 10 µM | 360,000 tested, 1.4% active;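 active = inhibition of 50% or more, scaled per plate between neutral and stimulator controls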;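 also: 0% = DMSO wells given calcium and 100% = 1 mM EGTA wells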
NR3A LBD binder: NR3A (human) ligand-binding domain modulation; 340,000 tested, 2.5% active; Tm shift relative to glycine control, % at 25 µM; NR3A LBD differential scanning fluorimetry, Tm shift; 0% = protein alone, 100% = glycine-bound protein;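 active = melting temperature shift of at least 10% of the positive control shift, at one fixed dose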
hIAP activ: increases human intestinal alkaline phosphatase activity. activation factor at 10 µM. purified human IAP, CDP-Star luminescence, 30 min; hits give high values; 1 = vehicle-only enzyme, 0 = enzyme-free background. 330,000 tested, 0.16% active. AID 2524;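 active = activation factor of the enzyme at least 2-fold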; also: the source names both 10 and 20 µM as test concentration; values of inactives mirror those of a sister screen read the other way
Target sequence (P09923 whole entry, looked up): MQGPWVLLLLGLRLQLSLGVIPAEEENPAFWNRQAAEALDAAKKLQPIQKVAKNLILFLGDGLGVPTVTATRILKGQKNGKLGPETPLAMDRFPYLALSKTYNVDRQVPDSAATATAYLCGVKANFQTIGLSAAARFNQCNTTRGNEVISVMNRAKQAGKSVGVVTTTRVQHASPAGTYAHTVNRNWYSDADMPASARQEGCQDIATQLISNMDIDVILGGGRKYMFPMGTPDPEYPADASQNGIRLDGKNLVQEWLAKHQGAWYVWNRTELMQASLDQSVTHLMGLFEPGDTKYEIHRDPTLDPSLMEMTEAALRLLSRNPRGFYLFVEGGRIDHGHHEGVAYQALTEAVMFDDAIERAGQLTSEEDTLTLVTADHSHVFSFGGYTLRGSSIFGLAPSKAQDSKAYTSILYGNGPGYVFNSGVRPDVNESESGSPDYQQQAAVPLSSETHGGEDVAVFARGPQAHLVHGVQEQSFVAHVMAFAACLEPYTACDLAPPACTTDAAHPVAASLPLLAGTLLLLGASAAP
hIAP block: human IAP inhibition. P09923. purified IAP, CDP-Star luminescence, 30 min. 330,000 tested, 0.12% active. AID 2544. inhibition, % at 10 µM;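 active = inhibition reaching a set limit with compound at 10 µM in the primary screen, cut at about 35% in these data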;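 also: plate controls were DMSO wells with enzyme for no effect and no-enzyme buffer wells for full effect; values of inactives mirror those of a sister screen read the other way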
Active calls of the source: *.

SMILES | MIN6 prolif | A3G deaminase | mIAP activ | mIAP inh | A3A deaminase | MPTP inh | NR3A LBD binder | hIAP activ | hIAP block
CCOc1ccc(-c2n[nH]c(C)c2Oc2ccccc2OC)c(O)c1 | -2 | -6 | 1.1 | -12 | -5 | 2.4 | -6 | 0.96 | 4
CC1(C#N)c2ccccc2C(Br)=CN1C(=O)c1ccccc1 (stereo unspecified) | -1 | -7 | 0.89 | 11 | -4 | 0.1 | -1 | 0.85 | 14
CCOC(=O)C1=C(CC)Nc2ccccc2N/C1=N\S(=O)(=O)c1ccccc1OC | -3 | -9 | 0.95 | 5 | -5 | -0.4 | 0 | 0.99 | 1
CCN(C(=O)CSc1n[nH]c(-c2cc(Cl)ccc2OC)n1)C1CCS(=O)(=O)C1 (stereo unspecified) | -3 | -1 | 0.99 | 1 | 1 | -1.0 | 1 | 0.96 | 4
N#C/C=C(/N)N1CCN(c2ccc(Cl)c(Cl)c2)CC1 | -4 | -2 | 0.91 | 9 | -5 | 0.7 | -1 | 1.1 | -7
O=C1CN(S(=O)(=O)c2cccc(C(=O)O)c2)c2ccccc2N1 | -2 | -1 | 1 | 0 | -6 | 11 | -1 | 1 | -2
Clc1ccc(C2CC(c3cccs3)n3ncnc3N2)cc1 (stereo unspecified) | 0 | -9 | 1.1 | -6 | 7 | -0.8 | 0 | 0.81 | 19
COc1ccc(NC(=O)Nc2c(O)ccc3ccccc23)cc1 | -4 | 10 | 0.99 | 1 | 2 | 6.4 | -1 | 0.79 | 21
CCC1CCCCN1CCCNC(=O)C1CCN(c2ncnc3c2nc2n3CCCCC2)CC1 (stereo unspecified) | 1 | 1 | 1 | -1 | -4 | -1.5 | -1 | 0.97 | 3
O=S(=O)(Nc1ccc2c(c1)OCCO2)c1cccs1 | -3 | -7 | 1.1 | -9 | -6 | -1.2 | 2 | 0.95 | 5
O=C(Oc1ccc2ccccc2c1)C1CCC1 | -4 | 9 | 0.91 | 10 | -3 | -0.6 | 2 | 1 | -1
CCc1ccc(N(CC(=O)NC(C)(C)C)C(=O)CNC(=O)c2cccs2)cc1 | 0 | -5 | 0.92 | 8 | -2 | -1.2 | -1 | 1.1 | -11
C[C@@H]1CN([C@H](C)CO)C(=O)c2cc(NC(=O)Nc3ccc(C(F)(F)F)cc3)ccc2O[C@H]1CN(C)S(=O)(=O)c1ccccc1 | -6 | -5 | 1.3 | -29 | -4 | 1.1 | 22* | 1 | -2
Cc1ccc2c(c1)N(Cc1cccc(C#N)c1)C=NS2(=O)=O | -2 | -5 | 0.98 | 2 | -4 | -1.0 | 0 | 0.94 | 6
N#Cc1cccc(C(=O)Nc2cc(S(=O)(=O)N3CCOCC3)ccc2N2CCCC2)c1 | -2 | 3 | 1.1 | -5 | 1 | 0.2 | -1 | 1.1 | -10
CN(C)CC/C=C1/c2ccccc2Sc2c(O)cc(Cl)cc21 | -3 | -11 | 0.88 | 12 | -6 | 1.2 | -23 | 1.3 | -26
Cc1ccc(S(=O)(=O)NCC(=O)OCc2cc(=O)oc3c(C)c(C)ccc23)cc1C | -2 | -4 | 0.97 | 3 | 3 | 0.2 | -9 | 1 | -2
CCn1c(-c2nonc2NC(=O)c2ccccc2)nc2ccccc21 | 2 | -5 | 0.93 | 7 | -4 | 1.6 | -16 | 0.91 | 9
NC(N)=NC(N)=Nc1cccc(Cl)c1 | -1 | -5 | 1 | -3 | -1 | 0.0 | -1 | 0.9 | 10
Cc1ccc(S(=O)(=O)Cc2ccc(C(=O)NCCc3ccccc3)o2)cc1 | -1 | -5 | 1 | 0 | -4 | 0.1 | 0 | 0.97 | 3
COc1cc(NC(=O)CCc2nnc3ccc(N4CCC5(CC4)OCCO5)nn23)cc(OC)c1 | -3 | -3 | 0.93 | 7 | -7 | -0.5 | -1 | 1.1 | -12
C/C(=N\NS(=O)(=O)c1ccccc1)c1cccc(NC(=O)c2cccc(Cl)c2)c1 | 1 | -3 | 1 | -4 | 1 | 2.4 | 15* | 0.99 | 1
COc1ccc(C(=O)NC(=S)NCc2cccnc2)cc1OC | 2 | -4 | 0.98 | 2 | -3 | -0.8 | 0 | 1.1 | -6
CC(C)CNS(=O)(=O)c1ccc(CCC(=O)N2CCN(Cc3ccccc3)CC2)cc1 | -1 | -7 | 1.1 | -9 | -3 | 34 | -12 | 1.1 | -14
CCOC(=O)C1CCCN(C(=O)c2cc(S(=O)(=O)N3CCCCC3)ccc2C)C1 (stereo unspecified) | -4 | -2 | 0.99 | 1 | 4 | -0.3 | 0 | 0.98 | 2
CCOc1ccc(N=C2NC(=O)SC2CC(=O)OC)cc1 (stereo unspecified) | -3 | -9 | 1.1 | -6 | -6 | 3.6 | 0 | 0.87 | 13
O=C(CN1C(=O)CSc2cc(S(=O)(=O)N3CCCCCC3)ccc21)NCCc1ccccc1 | -3 | 1 | 1.1 | -12 | -1 | 1.3 | 1 | 1.2 | -23
COC(=O)c1sc(NC(=O)c2ccncc2)nc1C | -3 | -2 | 1 | -4 | -5 | 0.1 | -2 | 1 | -4
Cc1nc(N2CCN(C(=O)c3cccs3)CC2)c2c3c(sc2n1)CCCC3 | -3 | -6 | 0.97 | 3 | -3 | 0.6 | -4 | 1.1 | -10
COC(=O)c1sccc1NC(=O)c1ccoc1C | 0 | -6 | 1 | -1 | -3 | 0.6 | -1 | 0.95 | 5
N#Cc1cccc(NC(=O)COC(=O)C2CCC2)c1 | 1 | -12 | 1 | -1 | -6 | -2.2 | 1 | 1.1 | -7
Cc1ccc(-c2nc(N/N=C/c3cccc([N+](=O)[O-])c3)c3ccccc3n2)cc1 | -6 | -4 | 0.96 | 4 | 1 | 1.6 | 163* | 1 | -5
CCC(Oc1ccccc1)C(=O)Nc1ccc(S(=O)(=O)Nc2cnc3ccccc3n2)cc1 (stereo unspecified) | -2 | -2 | 0.97 | 3 | -1 | -21 | -7 | 1.1 | -14
Cc1ccccc1NC(=O)C(C)c1cccc(C(=O)c2ccccc2)c1 (stereo unspecified) | 0 | -2 | 0.88 | 12 | 7 | 2.8 | -28 | 0.88 | 12
CN(C)C(=O)CSc1nnc(Cc2ccc([N+](=O)[O-])cc2)o1 | 0 | -8 | 0.98 | 2 | -7 | 1.1 | 2 | 1.1 | -10
CCOc1ccc(NS(=O)(=O)c2ccc(OCC(=O)NCc3ccncc3)cc2)cc1 | -2 | -3 | 1 | -5 | 0 | 0.1 | 3 | 1.1 | -13
CCOc1ccccc1/C=C(/C#N)C(N)=O | -2 | -8 | 1 | -4 | -5 | -0.4 | -5 | 0.88 | 12
NCCCN1CCOCC1 | -3 | 2 | 0.83 | 17 | 5 | 0.2 | -1 | 0.93 | 7
CSc1ccccc1C(=O)N1CCN(S(=O)(=O)c2sc(C(=O)O)c(C)c2C(=O)O)CC1 | -6 | -5 | 0.9 | 10 | 7 | 0.7 | -1 | 0.86 | 14
O=C(/C=C/c1cccs1)Nc1sc2c(c1C(=O)O)CCCC2 | -3 | -4 | 0.96 | 4 | 0 | -1.9 | -2 | 0.81 | 19
Cc1cc(NC(=O)c2oc3ccccc3c2C)ccc1-n1cnnn1 | 1 | -4 | 0.94 | 6 | -4 | 0.4 | 23* | 0.8 | 20
COc1cc(/C=C2\CCCc3c2nc2ccccc2c3C(=O)O)cc([N+](=O)[O-])c1O | -3 | 3 | 0.89 | 11 | 11 | 2.3 | -4 | 0.92 | 8
Cc1c(NC(=O)CSc2ncccn2)c(=O)n(-c2ccccc2)n1C | -2 | -4 | 1.1 | -12 | -3 | -1.1 | 0 | 1.1 | -5
COc1ccccc1N1CCN(Cc2cc3c(cc2Br)OCCO3)CC1 | -3 | 6 | 1 | -4 | 3 | -1.3 | 0 | 1.2 | -16
Cn1c(-c2c(N)n(CCc3ccccc3)c3nc4ccccc4nc23)nc2ccccc21 | -5 | -3 | 1 | -3 | -2 | 1.6 | 11* | 1.3 | -26
C/C(=N/N=C1/NC(=O)CC(C(=O)Nc2ccccc2)S1)c1cccs1 (stereo unspecified) | -4 | -1 | 0.82 | 18 | 1 | 2.3 | -4 | 0.93 | 7
COC(=O)CN1C(=O)COc2ccc(S(=O)(=O)N3CCCCCC3)cc21 | 0 | -3 | 1 | -4 | 0 | 1.6 | 0 | 0.87 | 13
O=C1CSC(c2cccc(F)c2)N1c1c(F)cccc1F (stereo unspecified) | 4 | -6 | 0.95 | 5 | -1 | 0.7 | 0 | 0.99 | 1
O=C(Nc1nnc(C2CC2)s1)C1CCCCC1 | -3 | 0 | 1.1 | -5 | -1 | 0.5 | -2 | 1.1 | -12
CCOC(=O)N1CCC(Nc2c(N3CCN(c4cccc(C(F)(F)F)c4)CC3)c(=O)c2=O)CC1 | 0 | -5 | 1.2 | -18 | 9 | -1.3 | 1 | 0.98 | 2
Cc1cnc(C(=O)OCC(=O)Nc2ncc(Cl)cc2Cl)cn1 | -2 | -3 | 1.1 | -6 | 2 | -0.8 | 1 | 0.86 | 14
COCc1cc(C)nc2sc(C(=O)OC(C)C)c(N)c12 | -3 | -2 | 1 | -2 | -6 | -0.4 | -3 | 1 | -1
CC(=O)C1=C(C)NC(SCC(N)=O)=C(C#N)C1c1sccc1C (stereo unspecified) | -2 | -5 | 0.91 | 9 | -2 | -1.3 | -1 | 0.85 | 15
CN(CCNC(=O)c1ccc(CS(=O)(=O)c2ccc(Br)cc2)o1)CCc1ccccc1 | 6 | -10 | 0.94 | 6 | -6 | -0.6 | 1 | 1.1 | -13
CCn1c(C)cc2c(c1=O)C(c1ccccc1)C(C(=O)OC)=C(N)O2 (stereo unspecified) | -2 | -8 | 1 | -1 | -7 | -3.0 | 0 | 1.2 | -23

Record cards (already shown). Screens in order: MIN6 prolif | A3G deaminase | mIAP activ | mIAP inh | A3A deaminase | MPTP inh | NR3A LBD binder | hIAP activ | hIAP block
Cc1c(NC(=O)CSc2ncccn2)c(=O)n(-c2ccccc2)n1C in the list: -2 | -4 | 1.1 | -12 | -3 | -1.1 | 0 | 1.1 | -5
COc1ccccc1N1CCN(Cc2cc3c(cc2Br)OCCO3)CC1 in the list: -3 | 6 | 1 | -4 | 3 | -1.3 | 0 | 1.2 | -16

In a second layout: entries from further up
Value order: MIN6 prolif	A3G deaminase	mIAP activ	mIAP inh	A3A deaminase	MPTP inh	NR3A LBD binder	hIAP activ	hIAP block
- CN(CCNC(=O)c1ccc(CS(=O)(=O)c2ccc(Br)cc2)o1)CCc1ccccc1
  6	-10	0.94	6	-6	-0.6	1	1.1	-13
- Cc1cnc(C(=O)OCC(=O)Nc2ncc(Cl)cc2Cl)cn1
  -2	-3	1.1	-6	2	-0.8	1	0.86	14
- Cc1c(NC(=O)CSc2ncccn2)c(=O)n(-c2ccccc2)n1C
  -2	-4	1.1	-12	-3	-1.1	0	1.1	-5
- C/C(=N/N=C1/NC(=O)CC(C(=O)Nc2ccccc2)S1)c1cccs1 (stereo unspecified)
  -4	-1	0.82	18	1	2.3	-4	0.93	7
- CCOC(=O)N1CCC(Nc2c(N3CCN(c4cccc(C(F)(F)F)c4)CC3)c(=O)c2=O)CC1
  0	-5	1.2	-18	9	-1.3	1	0.98	2
